TDP43 rescue: rescues yeast growth from TDP-43 toxicity. actives 1.8% (n = 410,000). TDP-43 expressing yeast growth rescue, BacTiter-Glo, 24 h. AID 652104. Potency, µM (highest dose often 46.1 µM), without a hit: top-dose growth rescue (activation), hits mostly activators; also: potency is read from the fitted curve at half-maximal effect; % of control where 0% means no effect; nearly all actives have a fitted effect of over 50% in size
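Cell-based yeast growth screen: TDP-43 expression induced in galactose, inoculum OD600=0.02 after raffinose pregrowth to mid-log. Read-out BacTiter-Glo luminescence at 24 hr, 30 deg C; inhibition of toxicity seen as signal increase.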
DRD3 agonist: agonists of human D3 dopamine receptor; D3R DiscoveRx beta-arrestin cells, luminescence, 90 min; AID 652048; actives 0.58% (n = 410,000); max activation, %; P35462; in the data active = max activation above about 30%; also: 0% is about no effect; mostly tested at two doses, the higher about 12 µM
Target sequence (P35462 whole entry, looked up): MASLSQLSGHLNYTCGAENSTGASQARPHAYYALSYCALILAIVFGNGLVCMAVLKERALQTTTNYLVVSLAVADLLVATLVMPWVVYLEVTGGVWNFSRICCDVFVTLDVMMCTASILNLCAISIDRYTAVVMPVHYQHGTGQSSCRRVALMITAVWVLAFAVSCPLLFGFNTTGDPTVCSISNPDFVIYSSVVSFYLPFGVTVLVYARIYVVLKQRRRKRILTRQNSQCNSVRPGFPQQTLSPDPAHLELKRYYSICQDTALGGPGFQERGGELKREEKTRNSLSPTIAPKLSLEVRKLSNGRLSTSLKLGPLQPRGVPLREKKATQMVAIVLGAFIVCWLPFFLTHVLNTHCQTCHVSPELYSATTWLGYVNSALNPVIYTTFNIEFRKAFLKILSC
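Agonist mode: compounds and dopamine controls were applied to plated cells for 90 min at 37 degrees C after an overnight attachment at 1500 cells/well. Luminescent read-out followed 30 - 60 minutes at room temperature with DiscoveRx detection reagent.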
Abeta rescue: restores growth of yeast expressing A-beta42 peptide | yeast expressing A-beta42, growth rescue, OD600, 48 h; response scale: 0% DMSO, 100% iron-clioquinol control | Potency, µM (highest dose often 46.1 µM), inactives show at the highest dose growth rescue, most hits filed as activators | actives 0.063% (n = 410,000); also: potency is read from the fitted curve at half-maximal effect; nearly all actives have a fitted effect of over 55% in size
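Yeast growth medium received pinned compounds, then yeast cells expressing toxic A-beta were added; plates incubated at 30 C for 48 hr. Growth read as absorbance at 600 nm, normalized to DMSO and equimolar FeCl3 plus clioquinol controls.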
DRD3 antagonist: D3 dopamine receptor (human) antagonism. D3R cells, DiscoveRx beta-arrestin luminescence, antagonist mode; hits give low values. max response, negative = inhibition, %. actives 2.5% (n = 360,000). AID 652054; in the data active = max response below about -50%; inconclusive = no clear call, values can overlap the other calls; also: % is scaled to controls: 0 for no effect and ±100 for the full control effect; mostly tested at two doses, the higher about 12 µM
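Cells plated overnight at 1500 cells/well, then exposed to library compounds with dopamine controls for 90 minutes at 37 degrees C. DiscoveRx reagent added for 30–60 minutes at room temperature; luminescence read, quantitative HTS format.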
aSyn rescue: inhibitors of alpha-synuclein toxicity in yeast. Potency, µM (highest dose often 46.1 µM), inactives show at the highest dose growth rescue (activation), most hits filed as activators. actives 0.14% (n = 370,000). Yeast expressing alpha-synuclein, growth rescue, BacTiter-Glo, 24 h. AID 652106; also: potency is read from the fitted curve at half-maximal effect; % of control where 0% means no effect; nearly all actives have a fitted effect of over 65% in size
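Galactose-induced alpha-syn yeast (OD600=0.02, raffinose-pregrown) + pinned cpd, 24 hr, 30 deg C; growth by BacTiter-Glo luminescence. Growth restoration scores as activation.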
EPAC2 antagonist: antagonists of human EPAC2; Q8WZA2; EPAC2 GEF exchange of Rap1B-BODIPY-GDP, fluorescence; Potency, µM (doses to about 114 µM), for inactives: at the highest dose activity, negative = inhibition, usual class: inhibitors; actives 0.18% (n = 360,000); AID 720708; also: potency is read from the fitted curve at half-maximal effect; % is scaled to controls: 0 for no effect and ±100 for the full control effect; nearly all actives have a fitted effect of over 45% in size; many of its hits are not listed in these tables
EPAC2 agonist: activates human EPAC2 exchange factor; Potency, µM (highest dose often 154 µM), for the others: at the top dose activation, usual class: activators; EPAC2 activation, biochemical qHTS; response scale: 100% = 6.5 mM cAMP response; actives 0.079% (n = 360,000); Q8WZA2; also: potency is read from the fitted curve at half-maximal effect; nearly all actives have a fitted effect of over 50% in size
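Nucleotide exchange monitored as fluorescence drop when BODIPY-GDP leaves Rap1B. Reaction: 100 nM EPAC2, 250 nM RAP1B-BODIPY-GDP, 50 uM GDP, room temperature, kinetic read over 30 min. Activity expressed relative to 6.5 mM cAMP.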
FUS yeast rescue: suppressors of FUS proteinopathy in yeast; S. cerevisiae FUS-expressing, growth rescue, OD600, 24 h; Potency, µM (top dose mostly 76.6 µM), without a hit: at the highest dose growth rescue (activation), usual class: activators; actives 0.24% (n = 390,000); AID 1347120;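 also: potency is read from the fitted curve at half-maximal effect; plate controls were DMSO vehicle for no effect and reference control for full effect; nearly all actives have a fitted effect of over 55% in size; some results filed as inactive show a strong effect at the top dose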
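Restored growth of FUS-toxic S. cerevisiae, read as 600 nm absorbance after 24 h at 30C in galactose medium (starting OD 0.005). Controls CP55940 and DMSO.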
* = called active by the depositor; ? = inconclusive; / = not tested or not shown; [ ] = dose if it differs, or a comment. Unless noted, calls follow the shape of the dose curve; as a rule, active = well fitted curve in the direction sought with a large enough effect; inconclusive = small, poorly fitted or top-dose-only effect, or another doubt; inactive = no such curve, though single readings can be large; an effect the other way counts as inactive or inconclusive.

mol	TDP43 rescue	DRD3 agonist	Abeta rescue	DRD3 antagonist	aSyn rescue	EPAC2 antagonist	EPAC2 agonist	FUS yeast rescue
CCOc1ccc(S(=O)(=O)NCC(=O)N(C)Cc2cccnc2)cc1	-4%	-10	12%	13	-12%	4%	10%	0%
N#CCCN(C(=O)CSc1nc2ccccc2c(=O)[nH]1)c1ccc(F)cc1	11%	4	1%	-27	5%	0%	-2%	15%
O=C(CSc1nc(-c2ccccc2)c(-c2ccccc2)[nH]1)Nc1nccs1	-3%	-13	-2%	-11	7%	-21%	22%	13%
COc1cccc(NC(=O)c2ccc3nc(C)sc3c2)c1	?	8	8%	13	-26%	2%	-3%	-5%
COc1cc(NC(=O)c2cccc(C)c2)c(Cl)cc1[N+](=O)[O-]	11%	-4	12%	-26	-2%	-1%	-7%	19%
Cc1nn(C)c(C)c1S(=O)(=O)N(CC(=O)NCCc1ccc(Cl)cc1)c1ccc(C(C)C)cc1	9%	-17	-6%	/	/	/	/	-26%
O=C(CSc1nnc(-c2cccnc2)o1)Nc1nccs1	18%	5	-21%	20	0%	11%	5%	21%
NC(=O)C1CCCNC1 (stereo not given)	0%	1	-14%	23	-7%	-4%	2%	-34%
COC(=O)CCCCCCCCC(O)C[N+]1(C)CCOCC1 (stereo not given)	6%	3	2%	22	2%	3%	-1%	-3%
O=C(CN1C(=O)NC(c2ccccc2)(c2ccccc2)C1=O)NCc1ccc(F)cc1	18%	2	8%	0	3%	-7%	4%	1%
CC1=C(C)CC(C(=O)Nc2nc(C)cs2)C(C(=O)O)C1 (stereo not given)	16%	3	-3%	13	4%	-1%	-3%	-3%
CCc1ccc2c(c1)C(=O)C(=O)N2CC(=O)Nc1ccc(NC(=O)c2ccccn2)cc1	-5%	-7	-6%	-20	-5%	-4%	4%	12%
COC(=O)CSCC(=O)Nc1nnc(-c2cccc(C)c2)s1	5%	-1	9%	29	-8%	1%	2%	-15%
CCCCc1ccc(NC(=O)CSc2nc3ccccc3nc2N2CCOCC2)cc1	27%	11	7%	/	/	/	/	-1%
COc1cc(CNc2ccc(N3CCN(C(C)=O)CC3)cc2)ccc1OCc1ccc(F)cc1	2%	7	22%	19	-1%	-6%	5%	34%
Cn1c(N)c(C(=O)CSc2nnc(-c3cccs3)n2C2CC2)c(=O)[nH]c1=O	?	8	6%	14	0%	3%	-2%	8%
COc1cc(OC)c(NS(=O)(=O)c2c(C(=O)N3CCC(C)CC3)c(C)n(C)c2C)cc1Cl	15%	3	-11%	/	/	/	/	4%
COc1ccccc1N1CCN(C(=O)c2cc(S(=O)(=O)N3CCCCC3)ccc2C)CC1	-10%	7	8%	22	2%	-5%	10%	16%
COc1ccc(Cc2nnc(NC(=O)Nc3ccccc3)s2)cc1OC	-2%	-9	6%	-19	-4%	-10%	3%	21%
C=CCNC(=O)/C(=C\c1ccc(OC)cc1)NC(=O)c1ccc([N+](=O)[O-])cc1	0%	0	11%	2	1%	19%	5%	11%
O=C(O)c1ccccc1P(=O)(c1ccccc1)c1ccccc1	17%	6	14%	-10	0%	7%	-1%	-3%
O=C(O)C1CCc2sc3[nH]c(=S)n(-c4ccccc4)c(=O)c3c21 (stereo not given)	3%	-3	-6%	-19	1%	1%	3%	15%
COc1ccc2[nH]c(C(=O)O)c(CCC(=O)O)c2c1	14%	11	12%	5	3%	0%	-3%	19%
O=C1c2oc3ccc(F)cc3c(=O)c2C(c2ccc(F)cc2)N1CCCN1CCOCC1 (stereo not given)	23%	3	1%	0	0%	5%	10%	-11%
Clc1ccc(COc2ccccc2CNCc2cccnc2)cc1	-20%	-1	-11%	?	10%	-4%	11%	22%
COC(=O)NCC(c1cccnc1)N1CCN(c2ccccc2OC)CC1 (stereo not given)	-2%	-1	0%	22	1%	-2%[57.1 µM]	-11%	3%
O=S(=O)(Cc1cc(N2CCOCC2)nc(-c2ccccn2)n1)c1ccccc1	-8%	5	6%	-9	-8%	6%	3%	13%
O=C(COc1ccc(S(=O)(=O)N2CCCC2)cc1Cl)NCc1ccco1	-9%	8	17%	19	-1%	-1%	-2%	9%
Cc1ccc(-c2nc3ncccc3o2)cc1NC(=O)c1ccccc1Br	8%	5	-5%	/	/	/	/	-10%
NC(=O)C1CCN(C(=O)c2ccccc2SCC(=O)NCC2CCCCC2)CC1	12%	1	2%	1	2%	0%	19%	/
O=C(CC(Cc1ccccc1)C(=O)O)Nc1ccc(Cl)c(Cl)c1 (stereo not given)	-20%	-6	-4%	-20	4%	-8%	-1%	2%
CN1CC(=O)NC1=NC(=O)c1cc(F)c(F)cc1Cl	-2%	4	-6%	?	0%	4%	5%	1%
CC(C)c1nc(-c2ccccn2)no1	20%	3	-3%	16	-1%	1%	5%	-7%
Cc1cccc(CN2CCN(C3CN(Cc4cn(Cc5cccc(C(F)(F)F)c5)nn4)S(=O)(=O)C3)CC2)c1 (stereo not given)	10%	-13	-3%	?	-4%	-2%	8%	7%
COC1OC(COCc2ccccc2)C(N)C(OCc2ccccc2)C1OCc1ccccc1 (stereo not given)	-4%	-12	11%	8	-6%	-13%	2%	?
O=S1(=O)CC(N2CCN(CC3CC3)CC2)CN1Cc1ccccc1 (stereo not given)	17%	-7	-21%	-61*	-4%	16%	-1%	-20%
O=C1C2C3C=CC(C3)C2C(=O)N1c1ccc(-c2nc3ccccc3c(=O)o2)cc1 (stereo not given)	9%	-4	-7%	-12	0%	-4%	3%	2%
COc1ccc(C(CNC(=O)c2oc3c(Cl)cccc3c2C)N2CCCC2)cc1 (stereo not given)	10%	-11	7%	?	6%	-7%	-4%	23%
COc1ccc(S(=O)(=O)N2CCOCC2)cc1NC(=O)CSc1n[nH]c(C(C)C)n1	-25%	-9	5%	-28	0%	-7%	9%	56%
COc1cccc(-c2nc(CS(=O)(=O)CC(=O)N3CCN(c4ccccn4)CC3)c(C)o2)c1	-20%	1	-12%	-22	8%	24%	2%	-5%
C/C=C\C=C/C(=O)Nc1cccc(C2=NOC3(C2)C[C@@H](C(N)=O)N(C(=O)CCCCC)C3)c1 (stereo not given in full)	3%	11	-3%	46	3%	-5%	7%	40%
CCOC(=O)c1ccccc1NC(=O)Cn1c(=O)n(Cc2ccc(C(=O)NCc3ccc4c(c3)OCO4)cc2)c(=O)c2ccccc21	-2%	-14	2%	/	/	/	/	-6%
Cc1ccc(-n2c(-c3ccccc3)n[nH]c2=S)c(C)c1	?	-3	?	-7	2%	2%	-2%	-17%
CCN(Cc1nc2cc(Cl)ccc2c(=O)[nH]1)C(=O)c1cccc(NC(=O)c2cccs2)c1	26%	0	-5%	35	6%	-9%	3%	?
NC(CO)c1cn([C@@H](CCC(=O)O)C(=O)N2CCNCC2)nn1 (stereo not given in full)	17%	1	5%	5	1%	7%	17%	-23%
COC(=O)c1ccc2c(c1)N(C)CCS2	22%	4	-5%	3	1%	-17%	6%	-23%
Cc1cc(Cl)ccc1OC(C)C(=O)NC(C)C1CCCO1 (stereo not given)	-1%	-5	13%	8	1%	-11%	0%	2%
COc1ccccc1OCC(=O)Nc1c2c(nn1-c1ccccc1)CS(=O)(=O)C2	1%	-17	6%	3	0%	0%	6%	-1%
CN(C)/C=C/C(=O)c1cnc2n(c1=O)CCS2	?	3	7%	1	3%	2%	0%	13%
Cc1oc(-c2ccc(C(=O)Nc3ccc(F)cc3)cc2)nc1COc1ccccc1	-8%	-12	-17%	/	/	/	/	-7%
Cc1noc(NC(=O)c2ccc(F)cc2)c1C#N	3%	-2	-7%	-2	6%	5%	-2%	-13%
O=C(N/N=C1\CCCc2ccccc21)c1cccc(Br)c1	10%	-3	3%	0	-6%	-10%	16%	-35%
COc1cc2cc(C(c3nnnn3C3CCCC3)N(C)C3CCCCC3)c(=O)[nH]c2cc1OC (stereo not given)	-12%	0	0%	14	0%	-3%	-2%	19%
c1ccc(-c2nc3ccccc3[nH]2)cc1	1%	-26	-30%	-94*	-28%	1%	1%	-25%
Cc1cccc(OCC(=O)Nc2ccc(C(=O)c3ccc(C(=O)O)cc3)cc2)c1	24%	1	11%	-6	2%	2%	17%	27%
COc1ccccc1Cn1c(CNS(=O)(=O)c2ccc(CC(C)C)cc2)nc2cccnc21	29%	-4	9%	/	/	/	/	?
CC(=O)Nc1cc(O)cc(O)c1	1%	5	-9%	-4	1%	-2%	-4%	-7%
O=C1COc2ccc(C(=O)COC(=O)/C=C/c3cccc(F)c3)cc2N1	6%	-4	2%	-14	-14%	3%	13%	21%
Cc1cc(C)n(C(=O)CNC(=O)c2ccc(Cl)cc2Cl)n1	14%	-10	-8%	-24	1%	-6%	15%	14%
O=C(CC1N=C(Cc2ccccc2)NNC1=O)N/N=C/c1ccc([N+](=O)[O-])cc1 (stereo not given)	-11%	-1	1%	7	1%	-1%	0%	14%

Some of the entries above in another layout.
SMILES: COc1cc2cc(C(c3nnnn3C3CCCC3)N(C)C3CCCCC3)c(=O)[nH]c2cc1OC (stereo not given)
  TDP43 rescue: -12%; DRD3 agonist: 0; Abeta rescue: 0%; DRD3 antagonist: 14; aSyn rescue: 0%; EPAC2 antagonist: -3%; EPAC2 agonist: -2%; FUS yeast rescue: 19%

SMILES: c1ccc(-c2nc3ccccc3[nH]2)cc1
  TDP43 rescue: 1%; DRD3 agonist: -26; Abeta rescue: -30%; DRD3 antagonist: -94*; aSyn rescue: -28%; EPAC2 antagonist: 1%; EPAC2 agonist: 1%; FUS yeast rescue: -25%

Next records
mol	TDP43 rescue	DRD3 agonist	Abeta rescue	DRD3 antagonist	aSyn rescue	EPAC2 antagonist	EPAC2 agonist	FUS yeast rescue
CC(=O)c1c(C)[nH]c(C(=O)N2CCN(C(=O)c3ccco3)CC2)c1C	-11%	-5	10%	-15	-2%	-4%	4%	17%
CN(C)c1ccc(C(=S)N2CCN(c3ccccc3)CC2)cc1	24%	-2	?	-22	4%	-3%	8%	14%
CCOC(=O)C1(CC2CCCCO2)CCN(Cc2nccn2-c2ccc(OC)cc2)CC1 (stereo not given)	-6%	-6	1%	-26	-4%	2%	6%	12%
Cc1ccc(S(=O)(=O)N2CCCCC2)cc1NC(=O)COC(=O)c1cc[n+]([O-])cc1	-11%	3	-3%	-2	5%	5%	9%	/

Screens (PubChem)

Not all compounds are listed, so the mix of outcomes need not match the whole.
